Screens as filed in PubChem BioAssay.
TcdB GH inh – blocks C. difficile toxin B glycohydrolase activity; inhibition, % at 9.99 µM; TcdB glycohydrolase enzymatic assay, plate reader; AID 652162; 0.24% of 350,000 active; in the data active = inhibition above about 10%
MazF activator – MazEF (E. coli) toxin RNase activation | AID 504720 | P0AE70 | FAM/BHQ RNA-DNA oligo cleavage fluorescence, 5 h | 0.32% of 350,000 active | activation, % at 20 µM; in the data active = activation above about 50%
Target sequence (P0AE70 whole entry, looked up): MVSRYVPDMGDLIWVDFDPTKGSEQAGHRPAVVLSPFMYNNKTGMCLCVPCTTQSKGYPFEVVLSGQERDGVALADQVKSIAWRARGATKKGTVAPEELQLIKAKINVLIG
Vc quorum ag – quorum light induction in luxS cqsA deficient V. cholerae. activation, % at 18.7 µM. V. cholerae BH1578 lux reporter, luminescence, 6 h. AID 588436. 0.16% of 350,000 active; in the data active = activation mostly above about 9.7%, no sharp cut-off; note: not every result past the cut was called active; inactives centre near 0; reference of the scale not given here
SARS 3CLpro inh – SARS-CoV 3CLpro protease inhibition; P0C6X7; recombinant SARS-CoV 3CLpro, quenched FRET peptide cleavage; inhibition, % at 6 µM; 0.14% of 290,000 active; AID 1706; in the data active = inhibition above about 12%
CCHF vOTU inh – CCHFV vOTU protease inhibition; Pep-AMC fluorescence; inhibition, % at 11.5 µM; 0.55% of 370,000 active; AID 651958; in the data active = inhibition above about 30%; note: 0% = vehicle wells with enzyme and 100% = no enzyme wells
Y pestis TopoI – Y. pestis Topo-I inhibition via cleavage products; Y. pestis Topo-I cleavage product accumulation, plate reader; activity, % at 10 µM; 0.064% of 360,000 active; AID 504884; in the data active = activity above about 50%, passing the limit was not always enough; note: inactives centre near 2
SSB-PriA inh – K. pneumoniae PriA-SSBct interaction inhibition; AlphaScreen SSBct-PriA binding, biotinylated peptide; inhibition, % at 33 µM; 0.6% of 430,000 active; in the data active = inhibition mostly above about 37%, no sharp cut-off; inactive = mostly below about 20%;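 note: plate controls were negative control peptide for no effect and reference peptide for full effect; strong numbers were not always called active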
PrPC TRFRET – reduces human prion protein on the cell surface; P04156; cell surface PrPC, TR-FRET read-out; inhibition, % at 13.8 µM; 0.43% of 370,000 active; in the data active = inhibition above about 24%; note: 0% = median of the test wells and 100% = reference compound wells
DUSP3 inh – DUSP3 (human) phosphatase inhibition | 0.52% of 290,000 active | inhibition, % at 13.3 µM | recombinant VHR phosphatase, pNPP absorbance; in the data active = inhibition above about 50%; note: some compounds called inactive have numbers as strong as hits
Target sequence (P51452 whole entry, looked up): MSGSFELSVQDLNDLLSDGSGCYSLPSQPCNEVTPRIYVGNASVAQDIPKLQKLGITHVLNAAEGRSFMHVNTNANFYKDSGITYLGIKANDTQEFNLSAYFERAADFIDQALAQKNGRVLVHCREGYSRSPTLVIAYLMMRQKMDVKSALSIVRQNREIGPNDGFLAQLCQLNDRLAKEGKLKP
Rv3671c protease – inhibits the M. tuberculosis serine protease Rv3671c; P9WHR9; inhibition, % at 5.96 µM; 0.048% of 320,000 active; in the data active = inhibition above about 38%;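 note: extracellular domain of Rv3671c used as enzyme; 0% = enzyme with DMSO and 100% = no enzyme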
Target sequence (P9WHR9 whole entry, looked up, the tested form may be a part): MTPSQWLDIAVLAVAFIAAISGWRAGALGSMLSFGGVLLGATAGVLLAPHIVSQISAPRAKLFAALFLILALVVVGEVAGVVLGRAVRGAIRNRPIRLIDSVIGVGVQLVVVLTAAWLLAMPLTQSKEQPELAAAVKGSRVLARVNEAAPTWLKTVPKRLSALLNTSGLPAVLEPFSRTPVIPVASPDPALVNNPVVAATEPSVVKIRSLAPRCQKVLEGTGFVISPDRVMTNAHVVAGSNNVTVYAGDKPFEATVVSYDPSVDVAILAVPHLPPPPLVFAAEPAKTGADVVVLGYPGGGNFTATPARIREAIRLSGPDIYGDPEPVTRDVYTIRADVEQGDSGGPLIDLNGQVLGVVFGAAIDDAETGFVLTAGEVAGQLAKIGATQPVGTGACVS
Active calls of the source: *; i = inactive; . = no result given; & = joins results of further samples. Only part of the results is shown (hit frequency here may not be typical).

SMILES	TcdB GH inh	MazF activator	Vc quorum ag	SARS 3CLpro inh	CCHF vOTU inh	Y pestis TopoI	SSB-PriA inh	PrPC TRFRET	DUSP3 inh	Rv3671c protease
COc1ccc(C(=O)c2sc(Nc3ccc(NC(C)=O)cc3)nc2C)cc1	1.6	7	-0.4	-1	4	-1	-7	-9	-2	0
CC(C)(C)C(=O)Nc1cc2c3c(c1)CCC(=O)N3CCC2	0.9	10	-2.7	-3	-7	2	-7	7	-20	7
NS(=O)(=O)c1ccc(CCNC(=O)c2ccc3nc4ccc(Cl)cc4c(=O)n3c2)cc1	1.3	-3	-0.3	3	-11	1	-12	7	-5	-6
Cc1ccc(N2C(=O)CC(NCC3CCCO3)C2=O)cc1 (configuration not stated)	0.5	4	-0.2	2	7	4	-17	0	23	-6
CCN(c1ccccc1)S(=O)(=O)c1ccc(Cl)c(C(=O)N(CC2CCCO2)C2CCS(=O)(=O)C2)c1 (configuration not stated)	0.1	-15	-0.3	2	-10	11	-38	9	6	-2
O=C(Nc1nc(-c2ccc(S(=O)(=O)N3CCCCCC3)cc2)cs1)c1ccccc1	.	-8	i	-2	-3	-7	-1	-2	12	-5
COc1ccc(NC(=O)Cc2cccs2)c(OC)c1	.	-5	-0.2	3	-16	-9	0	1	8	6
CC(=O)c1ccc(-c2cnc3c(NC=O)cc(-c4ccc(C(=O)N5CCOCC5)cc4)cn23)cc1	1.3	.	i	.	1	15	.	-36	.	.
COc1ccccc1N(C(=O)c1snc(C(N)=O)c1N)C(C(=O)NC1CCCC1)c1ccc(N(C)C)cc1 (configuration not stated)	1.8	3	0.0	5	5	0	1	5	12	-11
Cc1c(C(=O)Nc2cccc(N(C)S(C)(=O)=O)c2)cccc1[N+](=O)[O-]	1.8	-5	-0.3	0	12	4	0	-8	4	11
CC(=O)c1cccc(NC(=O)c2ccc3ccccc3c2)c1	3.9	5	i	-2	-1	-5	-13	-4	6	-7
C=CCN=C1CC(C)(C)CC(=O)/C1=C(/O)CCC(=O)OC	.	13	i	-5	14	-8	.	6	25	-5
CCCNC(=O)C1(C)CCCN(C(=O)Cc2cccc(OC)c2)C1 (configuration not stated)	0.5	.	-0.2	.	8	2	.	-3	.	.
CCOC(=O)c1c(NC(=S)NC(=O)c2cnn(CC)c2)sc2c1CCC(C)C2 (configuration not stated)	.	6	i	-3	11	9	-18	-6	-17	3
Cc1cccnc1NC(=S)NCc1ccco1	-1.2	1	i	2	11	5	9	-6	1	4
Cc1nn(C)c(C)c1S(=O)(=O)NCCc1ccc(Cl)cc1	4.1	3	i	-1	3	0	-7	3	21	1
CCCCCCn1c(SCCN2CCOCC2)nc2c1c(=O)[nH]c(=O)n2C	.	0	0.5	-2	8	12	-2	-2	29	-3
C=CCn1c(=N)c(C#N)cc2c(=O)n3ccccc3nc21	.	4	-0.6	1	-49	-6	-9	-32	-3	-3
Cc1ccc(-c2csc(/C(C#N)=C/Nc3ccc4c(c3)OCCO4)n2)cc1	-0.4	-5	-0.2	2	5	-3	-21	-3	3	-4
Oc1ccccc1-c1cncn1Cc1ccccc1	1.1	6	i	-2	-7	-5	-10	12	18	-4

An excerpt from above in order of molecular weight, rising:
SMILES	TcdB GH inh	MazF activator	Vc quorum ag	SARS 3CLpro inh	CCHF vOTU inh	Y pestis TopoI	SSB-PriA inh	PrPC TRFRET	DUSP3 inh	Rv3671c protease
CC(=O)c1cccc(NC(=O)c2ccc3ccccc3c2)c1	3.9	5	i	-2	-1	-5	-13	-4	6	-7
C=CCN=C1CC(C)(C)CC(=O)/C1=C(/O)CCC(=O)OC	.	13	i	-5	14	-8	.	6	25	-5
Cc1ccc(-c2csc(/C(C#N)=C/Nc3ccc4c(c3)OCCO4)n2)cc1	-0.4	-5	-0.2	2	5	-3	-21	-3	3	-4
COc1ccc(C(=O)c2sc(Nc3ccc(NC(C)=O)cc3)nc2C)cc1	1.6	7	-0.4	-1	4	-1	-7	-9	-2	0

Full records from above. Values in the order: TcdB GH inh | MazF activator | Vc quorum ag | SARS 3CLpro inh | CCHF vOTU inh | Y pestis TopoI | SSB-PriA inh | PrPC TRFRET | DUSP3 inh | Rv3671c protease
Cc1c(C(=O)Nc2cccc(N(C)S(C)(=O)=O)c2)cccc1[N+](=O)[O-] in the list: 1.8 | -5 | -0.3 | 0 | 12 | 4 | 0 | -8 | 4 | 11
CCCNC(=O)C1(C)CCCN(C(=O)Cc2cccc(OC)c2)C1 (configuration not stated) in the list: 0.5 | . | -0.2 | . | 8 | 2 | . | -3 | . | .

Further results follow:
SMILES	TcdB GH inh	MazF activator	Vc quorum ag	SARS 3CLpro inh	CCHF vOTU inh	Y pestis TopoI	SSB-PriA inh	PrPC TRFRET	DUSP3 inh	Rv3671c protease
Cc1cc(N)n2nc(-c3ccccc3)cc2n1	1.7	-10	-0.3	4	-7	-4	-7	-4	-2	2
O=C(N/N=C/c1cc(Br)c(Br)o1)c1ccc2c(c1)OCCO2	-0.2	-4	-0.3	10	-9	-5	i	0	5	2
Cc1ccc(CNCCc2ccc(F)cc2)s1	-6.2	6	i	0	7	1	-9	10	8	-5
COc1ccc(Cn2c(C3CC3)nc3ccc(NC(=O)c4cccnc4)cc3c2=O)cc1	.	9	1.1	-5	.	14	5	.	31	-22
CCCOC1CCCN(C(=O)CCc2nnc(-c3ccc4c(c3)OCO4)o2)C1 (configuration not stated)	-0.2	6	i	3	-6	11	-6	3	14	11
COC(=O)[C@H](C)NC(=O)NC(C)CCc1ccccc1 (some centres not stated)	-0.3	-9	-2.4	-3	-10	0	-21	-1	10	7
Cc1ccccc1OCC(O)Cn1c(=N)n(Cc2ccccc2)c2ccccc21 (configuration not stated)	0.9	39	-0.6	5	-1	25	8	-14	-5	-4
COc1ccc(C(=O)CC2OC(=O)c3ccccc32)cc1OC (configuration not stated)	0.2	8	1.2	-2	10	0	-13	-12	3	4
O=C(CSc1ccccn1)Nc1ccc(Br)cn1	.	9	-2.2	0	2	-3	-1	9	3	0
CC(C)(CNC(=O)COc1ccccc1Cc1ccccc1)N1CCOCC1	1.4	-1	-0.4	2	1	28	-1	0	30	-1
CCOC(=O)c1ccc(NC(=O)c2nc[nH]c2C(=O)NCc2ccccc2)cc1	-0.9	-23	i	.	7	21	-2	-2	3	-22
COc1ccc(C2SCC(C(=O)NCc3ccc(F)cc3)N2C(C)=O)cc1 (configuration not stated)	1.1	10	-0.6	1	5	-5	-2	-6	19	-3
CC1=C(C(=O)OCC2CCCO2)C(c2ccccc2)C2=C(CCCC2=O)N1 (configuration not stated)	1.7	4	-1.1	5	-18	8	-4	3	4	-9
CC(=O)Nc1ccccc1OCC(=O)c1cc(C)n(Cc2cccs2)c1C	.	2	0.4	3	25	7	9	14	-5	-8
O=C(Nc1nc(-c2ccco2)cs1)c1ccccc1	.	10	-1.0	6	7	-2	11	-3	0	-9
CCC(=O)N(C)C[C@H]1Oc2ncc(C#Cc3ccncc3)cc2C(=O)N([C@@H](C)CO)C[C@@H]1C	0.8&0.2&-0.6	6	-0.3	.	4	-2	.	5	.	.
Clc1ccc(-n2nnnc2-c2cnc3ccc(Cl)cc3c2-c2ccccc2)cc1	0.1	-6	i	2	13	12	7	7	31	-10
Cc1ccc(-n2c(-c3cccs3)nc3nc4ccccc4nc32)cc1	0.5	.	.	8	-10	.	.	2	21	-2
Cc1ccc(-n2nc(C)c3c2OC(N)=C(C#N)C3c2ccc(F)cc2)cc1 (configuration not stated)	.	1	-0.3	5	-1	-10	22	-4	27	-57
NC(=O)OCCSc1nnc(-c2cccc(C(N)=S)c2)o1	-0.6	-2	i	-2	-5	3	-12	18	5	1

Gathered by group: the compounds so far containing a Cl atom (4)
SMILES	TcdB GH inh	MazF activator	Vc quorum ag	SARS 3CLpro inh	CCHF vOTU inh	Y pestis TopoI	SSB-PriA inh	PrPC TRFRET	DUSP3 inh	Rv3671c protease
NS(=O)(=O)c1ccc(CCNC(=O)c2ccc3nc4ccc(Cl)cc4c(=O)n3c2)cc1	1.3	-3	-0.3	3	-11	1	-12	7	-5	-6
CCN(c1ccccc1)S(=O)(=O)c1ccc(Cl)c(C(=O)N(CC2CCCO2)C2CCS(=O)(=O)C2)c1 (configuration not stated)	0.1	-15	-0.3	2	-10	11	-38	9	6	-2
Cc1nn(C)c(C)c1S(=O)(=O)NCCc1ccc(Cl)cc1	4.1	3	i	-1	3	0	-7	3	21	1
Clc1ccc(-n2nnnc2-c2cnc3ccc(Cl)cc3c2-c2ccccc2)cc1	0.1	-6	i	2	13	12	7	7	31	-10

Other entries follow.
SMILES	TcdB GH inh	MazF activator	Vc quorum ag	SARS 3CLpro inh	CCHF vOTU inh	Y pestis TopoI	SSB-PriA inh	PrPC TRFRET	DUSP3 inh	Rv3671c protease
COc1ccc(-n2c(C)c(C)c3c(N)ncnc32)cc1	1.2	2	-1.2	4	2	4	13	1	16	-6
COC(=O)Nc1ccc(S(=O)(=O)NCCCCCC(=O)O)cc1	0.9	4	i	2	14	2	-10	8	11	-2
Cc1ccc(S(=O)(=O)N(CC(=O)Nc2ccccc2-c2ccccc2)c2ccc(C)cc2C)cc1	.	-1	-0.2	-2	7	-1	1	4	12	-25
CC1OC2C(OC1C)N(S(C)(=O)=O)CCN2S(C)(=O)=O (configuration not stated)	2.2	9	i	-3	2	5	-7	-7	-3	-6
CCc1nnc2n1N=C(c1ccccc1)CS2	1.2	-2	i	-9	3	1	-20	0	17	5
CCOC(=O)C(Cc1ccccc1)C(=O)Nc1cccc(C)c1 (configuration not stated)	.	-3	-0.3	0	4	5	-28	-2	24	-4
CCNC(=O)C1(C)CCCN(Cc2cccc3c(OC)cc(C(=O)OCC)cc23)C1 (configuration not stated)	2.6	.	-1.2	.	-3	25	.	-5	.	.
Cc1cccc(C(=O)Nc2ccc3c(c2)CC2(C(=O)N(C)C(=O)N(C)C2=O)C2CCCN32)c1 (configuration not stated)	.	10	i	-3	.	16	-9	.	2	-5
COc1ccc(C2C(C(=O)c3cccs3)=C(O)C(=O)N2c2cccc(C)n2)cc1OC (configuration not stated)	3.8	0	-2.0	-2	2	-1	-12	-1	2	-1
Cc1cc(C)c(NN=c2c(=O)c3ccccc3c2=O)c(C)c1	.	10	-1.4	-1	14	13	10	4	23	-4
Cc1ccc(NC(=O)C(c2ccccc2)N2CCN(C(=O)c3ccco3)CC2)cc1 (configuration not stated)	-0.7	0	i	.	10	7	-4	-3	.	7
O=C(NC(C(=O)c1ccccc1)n1ccc(=O)[nH]c1=O)c1ccccc1 (configuration not stated)	.	5	-3.2	4	7	5	-8	1	-4	3
NC(=O)c1oc2ccc(Cl)cc2c1N	.	2	i	2	-20	1	1	2	-1	-3
COCOc1ccc(-c2ncc(OC)nc2NC(=O)c2cc(C)oc2C)cc1	-2.7	.	i	.	-1	1	.	-6	.	.
COc1ccccc1C(=O)N1N=C(c2ccc(NS(C)(=O)=O)cc2)CC1c1cccs1 (configuration not stated)	1.8	3	i	0	1	-1	9	-6	4	-3
Cc1ccc(Sc2ncccc2COC(=O)NC(C)C)cc1	1.1	2	2.8	4	6	18	-14	8	7	-1
Cc1n[nH]c(C)c1C(=O)CC1(O)C(=O)N(Cc2ccccc2)c2ccc(Br)cc21 (configuration not stated)	.	7	1.7	5	-3	2	-2	1	29	3
CCOC(=O)c1sc(NC(=O)CN2C(=O)NC3(CCC(C)CC3)C2=O)c(C(=O)OCC)c1C (configuration not stated)	-1.0	0	2.0	.	4	7	9	1	.	-8
